# CHT block: inhibitors of human choline transporter CHT | CHT-expressing cells, membrane potential dye, choline response; hits give low values | B-score at 10 µM | actives 0.86% (n = 310,000) | AID 488975, 2010;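 active means B-score over 3 SD under the library average, and starting fluorescence ratio not unusually high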;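 further: choline stimulus applied at its EC90 after an EC20 pre-addition; B-score computed on integrated fluorescence ratio after choline addition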
# Target sequence (Q9GZV3 whole entry, looked up): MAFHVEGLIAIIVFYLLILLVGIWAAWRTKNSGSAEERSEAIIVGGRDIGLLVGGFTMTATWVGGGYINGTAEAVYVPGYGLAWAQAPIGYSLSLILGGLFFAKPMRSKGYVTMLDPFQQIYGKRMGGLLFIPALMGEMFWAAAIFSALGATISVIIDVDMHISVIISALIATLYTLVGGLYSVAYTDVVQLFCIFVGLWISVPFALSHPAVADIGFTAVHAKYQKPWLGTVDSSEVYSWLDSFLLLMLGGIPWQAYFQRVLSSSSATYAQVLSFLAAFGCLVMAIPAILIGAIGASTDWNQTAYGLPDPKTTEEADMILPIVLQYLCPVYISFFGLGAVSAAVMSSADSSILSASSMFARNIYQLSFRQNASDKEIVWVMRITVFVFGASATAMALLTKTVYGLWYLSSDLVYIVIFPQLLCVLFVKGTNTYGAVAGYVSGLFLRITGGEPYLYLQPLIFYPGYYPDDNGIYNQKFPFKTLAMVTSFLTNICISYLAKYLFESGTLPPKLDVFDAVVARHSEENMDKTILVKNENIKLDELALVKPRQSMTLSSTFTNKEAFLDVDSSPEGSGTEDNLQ
# KCNQ2 inh: KCNQ2 potassium channel inhibitors, primary screen, cell-based, CHO-K1, FluxOR thallium flux, B-score (AID 2156) | Potassium voltage-gated channel subfamily KQT member 2 (Rattus norvegicus), O88943 | 20 min; hits give low values | B-score at 10 µM | actives 1.1% (n = 310,000);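 active means fluorescence ratio B-score at most minus 3 library SDs, with starting brightness B-score within 2 library SDs, cut at about -5.5 in these data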
# * = called active by the depositor; i = inactive; / = not tested or not shown.
CHT block	KCNQ2 inh	structure
i	i	CCCCCC(=O)N[C@@H](c1ccccc1)[C@@H](O)C(=O)O[C@H]1C[C@@]2(O)[C@@H](OC(=O)c3ccccc3)C3[C@](C)(C(=O)[C@H](OC(C)=O)C(=C1C)C2(C)C)[C@@H](O)C[C@H]1OC[C@@]31OC(C)=O (stereo not given in full)
i	i	COc1ccc(-c2nnn(CC(=O)NC3CCCc4ccccc43)n2)cc1OC (stereo not given)
i	i	Nc1cc(OC(=O)c2cccs2)nn1S(=O)(=O)c1ccc(F)cc1
i	i	COc1ccc(-n2nnnc2SCC(=O)NCCc2ccccc2)cc1OC
i	/	CCN1CCc2nc(N)oc2CC1
i	/	C#CCOCCOCCOCCNc1nc(N2CCN(C(=O)CCCCCCCCCCNC(=O)[C@@H](CCSC)n3cc(CCO)nn3)CC2)nc(N2CCN(C(=O)CCCCCCCCCCNC(=O)[C@@H]([C@H](C)O)n3cc(C)nn3)CC2)n1
i	i	CCOc1ccc(NC(=O)CCc2c(C)nn(-c3ccc(N4CCCCC4)nn3)c2C)cc1
i	i	Cc1[nH]n(-c2ccc([N+](=O)[O-])cc2)c(=O)c1C=NCCN1CCN(C(=O)c2ccc(Br)cc2)CC1
i	i	Cc1ccc(NC(=O)CSc2nc3ccccc3c3nc4ccccc4n23)cc1
i	/	C#CCOCCOCCOCCNc1nc(N2CCN(C(=O)CCCCCCCCCCNC(=O)[C@@H](CCC(=O)O)n3cc(CCCCCN)nn3)CC2)nc(N2CCN(C(=O)CCCCCCCCCCNC(=O)[C@H](CCCCN)n3cc(C[C@@H](C)CC)nn3)CC2)n1
i	i	COc1ccccc1N1CCN(C(=O)C2CC(=O)N(c3ccccc3)C2)CC1 (stereo not given)
i	i	CCCCCn1nc(C(=O)OCc2nnc(-c3ccccc3)o2)c2ccccc2c1=O
i	i	COc1cc(C(c2c(C)[nH][nH]c2=O)c2c(C)[nH][nH]c2=O)ccc1OS(=O)(=O)c1ccccc1
i	i	Cc1ccc(S(=O)(=O)N2CCN(C(=O)COC(=O)c3cnc(C)cn3)CC2)c(C)c1
i	i	O=C(C1=C(O)C(=O)N(c2ncccn2)C1c1ccc(Cl)c(Cl)c1)c1ccco1 (stereo not given)
i	i	CC(C)c1ccc(N(CC(=O)NCCc2ccccc2)C(=O)c2csnn2)cc1
i	i	CC(=O)Oc1ccc(NC(=O)CCC2CCCCC2)c(C(=O)O)c1
i	i	CCOC(=O)c1cnn(CC2CCCCC2)c1N
i	i	CCCCCN1CC(=O)N2[C@@H](Cc3c([nH]c4ccccc34)C2(C)C)C1=O
i	-6.51*	CCN(CC)C(=O)/C(=C\c1ccc2c(c1)OCO2)NC(=O)c1ccc(Br)cc1
i	i	CC(NC(=O)c1cnc2ccccc2n1)c1ccccc1 (stereo not given)
i	i	COc1ccc(S(=O)(=O)n2nc(OCc3cccs3)cc2N)cc1
i	i	CSc1nnc(C2CCN(CC(=O)Nc3ccccc3N3CCOCC3)CC2)n1C
i	i	O=C(NC(=S)NCc1cccnc1)c1cc(Br)ccc1Cl
i	i	CC(=O)C1=C(C)OC2(O)c3ccccc3C(=O)C12O (stereo not given)
i	i	CN(C)S(=O)(=O)N1CCN(C(=O)c2cccc(Br)c2)CC1
i	i	Nc1nc(SCC(=O)NCCOCCO)nc2sc3c(c12)CCCC3
i	i	Cc1ccc2nc(C)cc(N/N=C/c3ccc(F)cc3)c2c1
i	i	CCOC(=O)c1[nH]c2ccccc2c1NC(=O)c1ccc(S(=O)(=O)N2CCOCC2)cc1
i	i	S=C(NC1CCCCC1)c1ccc2c(c1)OCO2
i	i	CCCCNC(=O)C1(O)c2ccccc2NC(=O)N1c1ccc(Cl)cc1 (stereo not given)
i	i	NS(=O)(=O)c1ccc(NC(=O)Cn2nc(C(=O)O)c3ccccc3c2=O)cc1
i	i	CC(C)c1ccc(CN2CCC(Oc3ccc(C(=O)N4CCCC4)cc3)CC2)cc1
i	i	O=C(CO/N=C/c1ccc2c(c1)OCO2)Nc1cccc(Br)c1
i	i	COc1cccc(CNC(=O)C2CCN(S(=O)(=O)c3ccc4c(c3)CCC(=O)N4)CC2)c1
i	i	COC(=O)Cc1ccc(OC(=O)CCS(=O)(=O)c2ccc(C)cc2)cc1
i	i	CCOC(=O)C1(CCOc2ccccc2)CCN(Cc2ccc(-n3cccn3)cc2)CC1
i	i	CCCN(CCC)S(=O)(=O)c1ccc(C(=O)Nc2ccc(S(=O)(=O)Nc3nnc(CC)s3)cc2)cc1
i	i	Fc1ccc(CSc2ccc(-c3ccc4c(c3)OCO4)nn2)cc1
i	i	COc1ccc(C(NC(C)=O)c2cc(Cl)c3cccnc3c2O)cc1OC (stereo not given)
i	i	O=C(CSc1ccc2c(c1)OCCO2)Nc1cccnc1Cl
i	i	CCc1cc2c(-c3ccccc3)cc(=O)oc2cc1OC(C)C(=O)O (stereo not given)
i	i	O=C(/C=C/c1ccc(F)cc1)NC(=S)NNC(=O)[C@H]1C[C@@H]1c1ccccc1
i	i	CCCc1cc(=O)n2nc(N3CCC(C(=O)NCc4ccco4)CC3)sc2n1
i	i	CSc1ccccc1OCc1cc(C(=O)NCCC2=CCCCC2)no1
i	i	COc1ccc(-n2cnc3cc(NCc4cccs4)ccc32)cc1
i	i	CC(=O)Oc1cc2cccc(OC(C)=O)c(=O)c2c(OC(C)=O)c1OC(C)=O
i	i	Cc1ccc(/C(O)=C2/C(=O)C(=O)N(Cc3cccnc3)C2c2ccccn2)cc1 (stereo not given)
i	-5.74*	COC(=O)c1sccc1NC(=O)c1c(C)c(-c2cccc(Cl)c2)nc2ccccc12
i	i	COc1ccc(-c2nn(-c3ccccc3)cc2C(=O)N2CCOCC2)cc1
i	i	Cc1cc(Cl)ccc1OC(C)C(=O)Nc1ccccc1N1CCOCC1 (stereo not given)
i	i	Cc1ccccc1C(=O)Nc1ccnn1C1CCN(C2CCSCC2)CC1
i	i	O=C(CSc1cn(CC(=O)N2CCOCC2)c2ccccc12)N1CCOCC1
i	i	CCOC(=O)c1c(C#N)c(SCC(=O)Nc2ccc(OC)cc2)nc2c1CN(CC)CC2
i	i	COC(=O)c1ccc(CS(=O)(=O)c2ccc(C)cc2)o1
i	i	CCOc1ccc(C(=O)NC(=S)Nc2ccc(NC(=O)c3ccco3)cc2)cc1[N+](=O)[O-]
i	i	CCCN1CCC(NC(=O)C2CCN(C(C)=O)CC2)CC1
i	i	O=C(c1ccc(N2CCCCC2)c([N+](=O)[O-])c1)N(c1ccccn1)c1ccccn1
i	i	CCOC(=O)CSc1nc2c(sc(=S)n2-c2ccc(OCC)cc2)c(=O)[nH]1
i	i	CCCOC(=O)Nc1cc(OC)ccc1[N+](=O)[O-]

# With a hit mark in KCNQ2 inh, among the entries above:
CHT block	KCNQ2 inh	structure
i	-6.51*	CCN(CC)C(=O)/C(=C\c1ccc2c(c1)OCO2)NC(=O)c1ccc(Br)cc1
i	-5.74*	COC(=O)c1sccc1NC(=O)c1c(C)c(-c2cccc(Cl)c2)nc2ccccc12

# Remaining list, next part:
CHT block	KCNQ2 inh	structure
i	i	O=[N+]([O-])CC(c1ccccc1)P(=O)(c1ccccc1)c1ccccc1 (stereo not given)
i	i	S=c1[nH]nc(COc2ccccc2)n1/N=C/c1cccnc1
i	i	CCC(CC)c1ncc[nH]1
i	i	CC(CC(=O)N(CCC1=CCCCC1)c1c(N)n(Cc2ccccc2)c(=O)[nH]c1=O)c1ccccc1 (stereo not given)
i	i	CCc1cccc(Nc2cc(C)nc3ncnn23)c1
i	i	Cn1c2ccccc2c2cc(C(=O)N3CCN(CCO)CC3)sc21
i	i	COc1nc(C)nc(C)c1Oc1ccc(Cl)cc1Cl
i	i	Cc1ccc(C(=O)Nc2ccncc2)cc1[N+](=O)[O-]
i	i	CCOC(=O)c1ccc(N2C(=O)c3n[nH]c(C)c3C2c2cccnc2)cc1 (stereo not given)
i	/	O=c1c2ccccc2nc(SCc2nc(-c3ccccc3)no2)n1-c1ccc(F)cc1
i	i	O=C(Cc1ccccc1)NC(=S)Nc1ccc(OC(F)F)cc1
i	i	CCC(=O)c1cc(F)c(N2CCN(C(=O)Cc3ccccc3)CC2)cc1C
i	i	CCC(=O)OCCNc1cc(Sc2nccn2C)c2nonc2c1[N+](=O)[O-]
i	i	COC(=O)C(Cc1ccc(O)cc1)NC(=O)C(C)Oc1ccccc1 (stereo not given)
i	i	CC1CCN(C(=O)CSc2ccc(-c3ccc(F)cc3)nn2)CC1
i	i	O=C(O)CCc1ccc(-c2ccccc2)n1NC(=O)c1ccco1
i	i	O=C(OCc1ccc(F)cc1)c1cc(S(=O)(=O)N2CCCCC2)ccc1N1CCOCC1
i	i	CC(C)OCCCNC(=O)c1ccc2c(=O)n(Cc3ccc4c(c3)OCO4)c(=S)[nH]c2c1
i	i	Cc1ccc(S(=O)(=O)Oc2ccc(/C=C(/NC(=O)c3ccccc3)C(=O)O)cc2)cc1
i	i	Cc1ccccc1Nc1nc(N)nc(CSCc2c(C)noc2C)n1
i	i	C/C(=N\NC(=O)c1nnn(-c2nonc2N)c1CN(C)c1ccccc1)c1ccccn1
i	i	CC(C)Oc1ccc(S(=O)(=O)N2CCOCC2)cc1NC(=O)Cc1c(F)cccc1Cl
i	i	CSc1nnc(-c2ccc(Br)s2)n1C
i	i	O=Cc1ccccc1OCc1nnsc1Cl
i	i	CC1(CCC(=O)N2CCCC(Nc3ccc(F)cc3)C2)CC1 (stereo not given)
i	i	Cc1ccc(NC(=O)Cn2c(=O)c3cccn3c3ccccc32)c(C)c1
i	i	O=C(Nc1ccccc1)C1=C[C@H](c2ccc(Br)cc2)C[C@H](OCc2ccc(CO)cc2)O1
i	i	Cc1ccc2sc(N(CCCN(C)C)C(=O)c3ccc(S(=O)(=O)N(C)Cc4ccccc4)cc3)nc2c1C
i	i	CCCC(C(=O)N(C)CC(=O)Nc1ccc(N2CCOCC2)cc1)c1ccccc1 (stereo not given)
i	i	O=C(NCCN1CCOCC1)c1cc(-c2ccc(Cl)cc2Cl)on1

# In another format: results already given.
Compound | CHT block | KCNQ2 inh
Cc1ccc2sc(N(CCCN(C)C)C(=O)c3ccc(S(=O)(=O)N(C)Cc4ccccc4)cc3)nc2c1C | i | i
CCCC(C(=O)N(C)CC(=O)Nc1ccc(N2CCOCC2)cc1)c1ccccc1 (stereo not given) | i | i

# Next records
CHT block	KCNQ2 inh	structure
i	i	CCOC(=O)c1c(C)[nH]c(C)c1C(=O)COC(=O)CNC(=O)c1ccc(OCC)cc1
i	i	C/C(=N\O)c1c(C)c2ccccc2n1C
i	i	O=C(Nc1ccc2c(c1)OCO2)c1cc2n(n1)C(C(F)(F)F)CC(c1ccccc1)N2 (stereo not given)
i	i	O=Cc1cc(N=Nc2ccc(S(=O)(=O)O)cc2)ccc1O
i	i	COc1cc(-c2nc3ccccn3c2NCC2CCCO2)ccc1O (stereo not given)
i	i	O=C1CC(c2ccco2)CC(O)=C1C=NCCN1CCNCC1 (stereo not given)
i	i	CN(C)C(CNC(=O)CSc1nnc(-c2ccco2)o1)c1ccccc1 (stereo not given)
i	i	CCn1nnnc1SCC(=O)Nc1cc(C)on1
i	i	COc1ccc(S(=O)(=O)Cc2ccc(C(=O)NC3CCC(C)CC3)o2)cc1 (stereo not given)
i	i	COCc1nnc(NC(=O)c2ccc(S(=O)(=O)N3CCCCCC3)cc2)o1
i	i	COCCCN1C(=O)N(c2ccc(F)cc2)C(=O)C1CC(=O)Nc1ccccc1 (stereo not given)
i	i	CC(C)n1c(Nn2cnnc2)nc2ccccc21
i	i	O=C(NC(=S)NCc1ccccc1)c1ccccc1[N+](=O)[O-]
i	i	O=C(NCCCc1ccccc1)c1cc(COc2ccc(F)cc2Cl)on1
i	i	CCOc1ccccc1NC(=O)N1CCC(c2nc3ccc(C)cc3[nH]2)CC1
i	i	CSc1nc(-c2ccco2)nn1C(=O)c1ccco1
i	/	Cc1ccc(S(=O)(=O)N2[C@@H](c3cccc(Cl)c3)C(C(=O)O)=CC[C@H]2c2ccc3c(c2)OCO3)cc1
i	i	Cc1ccc(Nc2nc(N)nc(CSc3nnc(-c4ccncc4)o3)n2)cc1
i	/	C#CCOCCOCCOCCNc1nc(N2CCN(C(=O)[C@H]([C@@H](C)CC)n3cc(CCCCN)nn3)CC2)nc(N2CCN(C(=O)[C@H](CCCCN)n3cc(CCCC)nn3)CC2)n1
i	i	COc1cccc(Nc2nc(NCCO)c3ccccc3n2)c1
i	i	C1CCN(c2c3c(nc4nnnn24)CCCC3)CC1
i	i	C=CCNC(=S)Nc1ccc(Cl)cc1
i	i	CCCCn1ccnc1C
i	i	COc1ccc(N2CCN(c3cnc4ccccc4n3)CC2)cc1
i	i	COc1cc(/C=C2\N=C3CCCCCN3C2=O)ccc1O
i	i	COC(=O)c1ccc(NC(=O)C2CCCN2S(=O)(=O)c2ccc(F)cc2)cc1 (stereo not given)
i	i	O=C(NNS(=O)(=O)c1ccccc1)C1CC(c2cccnc2)=NO1 (stereo not given)
i	i	COc1ccc(CCC(C)NC(=O)CCc2ccccc2)c(OC)c1 (stereo not given)
i	i	COC(=O)C1=C(C)NC(C)=C(C(=O)OC)C1c1cc2cc(C)ccc2[nH]c1=O
i	i	COc1ccc2c(c1)C(=NNC(=O)c1ccccn1)c1cc(OC)ccc1-2

# An excerpt from above in order of formula weight, lowest first:
CHT block	KCNQ2 inh	structure
i	i	CCc1cccc(Nc2cc(C)nc3ncnn23)c1
i	i	CC(=O)C1=C(C)OC2(O)c3ccccc3C(=O)C12O (stereo not given)
i	i	CCCCCN1CC(=O)N2[C@@H](Cc3c([nH]c4ccccc34)C2(C)C)C1=O
i	i	O=C(NC(=S)NCc1cccnc1)c1cc(Br)ccc1Cl
i	i	COc1cc(C(c2c(C)[nH][nH]c2=O)c2c(C)[nH][nH]c2=O)ccc1OS(=O)(=O)c1ccccc1
i	/	C#CCOCCOCCOCCNc1nc(N2CCN(C(=O)CCCCCCCCCCNC(=O)[C@@H](CCC(=O)O)n3cc(CCCCCN)nn3)CC2)nc(N2CCN(C(=O)CCCCCCCCCCNC(=O)[C@H](CCCCN)n3cc(C[C@@H](C)CC)nn3)CC2)n1

# Bioassay records as filed in PubChem BioAssay.
